Assay outcomes deposited in PubChem by several laboratories.
Bfl-1 displacement: Bfl-1 inhibitors, primary screen, biochemical, fluorescence polarization, FITC-Bid, mouse (AID 432). FITC-Bid BH3 peptide fluorescence polarization displacement; higher % means a stronger effect. one-dose displacement, % at 20 µM; IC50 in µM for titrated hits. 64,000 compounds, 0.02% hits; in the data active = a potency from the dose series; inactive = the rest, 99 in 100 with displacement below about 15%; note: strong numbers were not always called active
DPM-DC inhibit: blocks S. pneumoniae diphosphomevalonate decarboxylase. calls only at 10 µM. 65,000 compounds, 0.49% hits. purified DPM-DC, PK/LDH coupled NADH fluorescence. AID 556;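 active = the 320 compounds with the highest percent inhibition in the single-dose primary screen, excluding strongly autofluorescent ones, cut at about 32% in these data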;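 note: kinetic rate of NADH fluorescence loss reporting ADP formed by the decarboxylase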
HPDE-C7K KRASV12: viability loss of HPDE-C7K cells – cell-based, fluorescence, HTS, primary screen (AID 431); HPDE-C7K KRASV12 cells, Alamar Blue viability, 48 h; higher % means a stronger effect; cytotoxicity, % at 10 µM; hits with a dose series show EC50 in µM; 63,000 compounds, 1.7% hits;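 active = compounds whose percent cytotoxicity in the single-dose primary screen, scaled between solvent and toxic-drug controls, exceeds 50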;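 note: 0% = DMSO solvent wells and 100% = doxorubicin-treated wells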
HT1080 viability: cytotoxicity in HT1080 fibrosarcoma cells, cell-based, fluorescence readout (AID 620); cytotoxicity, % at 10 µM; hits with a dose series show EC50 in µM; 87,000 compounds, 0.42% hits; HT1080 viability, fluorescence; higher % means a stronger effect;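 note: cells exposed to compound overnight then 4 h with Alamar Blue; 0% = vehicle DMSO and 100% = killing control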
PMK inhibit: inhibitors of Streptococcus pneumoniae phosphomevalonate kinase | AID 539 | 65,000 compounds, 0.49% hits | purified PMK, PK/LDH-coupled NADH absorbance 340 nm | inhibition, % at 10 µM;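 active = top-ranked compounds by inhibition in the single 10 µM screen, taking a fixed number of the strongest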;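 note: 0% = full reaction with DMSO carrier and 100% = background rate without enzyme reaction; no value below 0 was filed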
Spn MK inh: inhibitors of Streptococcus pneumoniae mevalonate kinase; purified MK, PK/LDH-coupled NADH absorbance 340 nm; inhibition, % at 10 µM; 65,000 compounds, 0.48% hits; AID 555;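 active = ranked among the strongest by inhibition in the single 10 µM screen, a fixed top-ranked set picked for dose follow-up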; note: no value below 0 was filed
TNAP inhibition: human TNAP enzyme inhibitors, biochemical, luminescent (AID 518); purified TNAP enzyme, luminescent substrate readout; higher % means a stronger effect; one-dose inhibition, % at 20 µM; IC50 in µM for titrated hits; 64,000 compounds, 0.09% hits; in the data active = a potency from the dose series; inactive = the rest, 99 in 100 with inhibition below about 22%;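 note: plate controls were vehicle for no effect and reference inhibitor for full effect; many of its hits are not listed in these tables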
LYP phosphatase: LYP phosphatase inhibitors, primary screen, biochemical, DiFMUP fluorescence, recombinant catalytic domain, 10 µM (AID 606). 52,000 tested, under 10 active. inhibition, % at 10 µM, or IC50 in µM where a hit was titrated. recombinant LYP catalytic domain, DiFMUP fluorescence; higher % means a stronger effect;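 active = IC50 under 40 µM in the dose-response test; inactive = IC50 of 40 µM or more, or never dose-tested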
HPDE-C7 viability: cytotoxicity in HPDE-C7 cells, cell-based, fluorescence, HTS (AID 430); HPDE-C7 pancreatic duct cells viability, fluorescence; higher % means a stronger effect; cytotoxicity, % at 10 µM; hits with a dose series show EC50 in µM; 63,000 compounds, 1.8% hits;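 note: cells exposed to compound for 48 hours before viability readout; 0% = vehicle and 100% = reference cytotoxic drug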
PMK inhibit pilot replicates: also measured in PMK inhibit; calls as there; inhibition, %; measured here: pilot screen replicates
Spn MK inh pilot replicates: second read-out of Spn MK inh, no call of its own (marks repeat the call); inhibition, %; measured here: pilot screen replicates
DPM-DC inhibit pilot screen %: further read-out of DPM-DC inhibit, marked with its call; inhibition, %; measured here: pilot screen trials
An asterisk follows results filed as active; i = inactive; / = not tested or not shown. Cut-off read from the data, not from the text of the source, unless noted: active = cytotoxicity above about 50%; inactive = the rest.

SMILES	Bfl-1 displacement	DPM-DC inhibit	HPDE-C7K KRASV12	HT1080 viability	PMK inhibit	Spn MK inh	TNAP inhibition	LYP phosphatase	HPDE-C7 viability	others
O=C(NCc1ccc(Cl)c(Cl)c1)c1ccco1	3%	i	2%	-6%	9	11	4%	13%	-5%
N#CCSc1nnc(COc2cccc3ccccc23)n1-c1cccc(Cl)c1	-6%	i	-8%	19%	7	10	13%	7%	2%
CCOc1ccc(OCC)c(NC(=O)Cn2cccc2)c1	-16%	i	-2%	2%	5	8	7%	3%	-2%
CCN(CC)CCOC(=O)C1(c2ccccc2)CCOCC1	-7%	i	-7%	10%	8	4	7%	10%	-20%
Cc1c(C(=O)OCC(C)C)[nH]c2c1C(=O)CC(c1ccco1)C2 (stereo not drawn)	-5%	i	66%*	64%*	8	3	20%	/	64%*	PMK inhibit pilot replicates=0.0;Spn MK inh pilot replicates=1.0;DPM-DC inhibit pilot screen %=1.0
COc1ccc(CN2CC(C(=O)NCCN3CCOCC3)CC2=O)cc1 (stereo not drawn)	-4%	i	8%	-1%	10	2	4%	/	-1%
O=S(=O)(c1cccs1)N1CCN(Cc2nc3ccccc3s2)CC1	-2%	i	-5%	8%	20	7	11%	17%	-2%	PMK inhibit pilot replicates=0.0;Spn MK inh pilot replicates=0.0;DPM-DC inhibit pilot screen %=2.0
Cn1c(=O)[nH]c(=O)c2[nH]c(CN3CCN(Cc4ccccc4)CC3)nc21	3%	i	-1%	/	5	0	4%	4%	-6%
CCCc1[nH]nc2c1C(c1ccccc1OCC)C(C#N)=C(N)O2 (stereo not drawn)	-9%	i	8%	-1%	8	8	11%	20%	-3%
CCc1nc(SCC(=O)Nc2ccnc3ccccc23)n[nH]1	0%	i	-19%	7%	12	5	6%	-2%	1%
CC1CCN(C(=O)CSc2nc(N)c3c4c(sc3n2)CN(C)CC4)CC1	4%	/	6%	-4%	0	5	2%	8%	6%
CC1CCCC(C)N1CCNC(=O)C1CCN(S(=O)(=O)N2CCCCC2)CC1 (stereo not drawn)	3%	i	-10%	28%	8	0	15%	-1%	-6%	PMK inhibit pilot replicates=0.0;Spn MK inh pilot replicates=11;DPM-DC inhibit pilot screen %=7.0
O=C(Nc1cccnc1)c1coc(=O)c2ccccc12	3%	i	-4%	10%	11	5	6%	1%	-4%
Clc1cccc(OCCn2cncn2)c1Cl	-8%	i	0%	5%	11	9	10%	/	6%
Cc1cc(C)c2nc(N3CCC(C(=O)N4CCCC4)CC3)sc2c1	-3%	i	12%	-5%	15	4	0%	9%	8%
CC1=C(C(=O)NCCCOC(C)C)C2(CCC(C)CC2)OC1=O (stereo not drawn)	-6%	i	1%	-2%	0	8	5%	13%	-12%
COc1ccc(OC)c(C(=O)CC2OC(=O)c3ccccc32)c1 (stereo not drawn)	-10%	i	1%	5%	9	12	7%	3%	14%
C=C(C)Cn1c(-c2ccc(OC)cc2)nc2ccccc21	-1%	i	6%	-18%	14	0	8%	6%	2%
CC(NC(=O)c1cccs1)C(c1cccs1)N1CCN(c2ccccc2)CC1 (stereo not drawn)	/	i	/	13%	14	5	/	17%	/
O=C(O)C1CCCCC1C(=O)Nc1nccs1 (stereo not drawn)	-5%	i	11%	1%	2	21	10%	10%	-4%
O=c1ccc(=O)n2n1CC(O)C2	-2%	i	4%	-3%	8	0	9%	7%	8%
CCOC(=O)c1ccc(N2C(=O)CC(NC3CCN(C(=O)c4cccc(Cl)c4)CC3)C2=O)cc1 (stereo not drawn)	-5%	i	-2%	-2%	2	0	11%	-1%	-16%
O=C(COc1ncnc2ccccc12)N1CCN(C(=O)c2ccco2)CC1	-11%	i	-1%	-3%	12	0	-1%	-4%	-2%
Cc1ccc(C(=O)COc2cccc(NC(=O)c3ccco3)c2)cc1	0%	i	-4%	-4%	0	8	13%	-1%	-8%
CCOC(=O)N1CCN(S(=O)(=O)c2ccc3c(c2)SCC(=O)N3)CC1	-2%	i	7%	10%	14	7	5%	1%	3%
Cc1ccc(OCCN2C(=O)c3ccccc3C2=O)c(C)c1	0%	i	/	6%	4	13	11%	12%	/
Cc1n[nH]c(C)c1S(=O)(=O)N1CCOCC1	-2%	i	-7%	-1%	16	0	16%	/	-9%
Nc1ccccc1-c1nnc(SCc2ccccc2F)[nH]c1=O	-5%	i	7%	1%	5	3	10%	-30%	4%
Cc1ccc(Nc2nc(N)nc(CN3CCN(Cc4ccc5c(c4)OCO5)CC3)n2)cc1	0%	i	-3%	4%	6	9	6%	-5%	2%	PMK inhibit pilot replicates=3.5;Spn MK inh pilot replicates=1.0;DPM-DC inhibit pilot screen %=0.0
FC(F)Oc1ccc(-c2csc(Cc3nnc4n3CCCCC4)n2)cc1	-4%	i	-2%	10%	5	1	5%	17%	-11%	PMK inhibit pilot replicates=1.0;Spn MK inh pilot replicates=0.0;DPM-DC inhibit pilot screen %=1.0
COC(=O)C1(CCSC)NC(c2ccc(O)cc2)C2C(=O)N(c3ccc4c(c3)OCCO4)C(=O)C21 (stereo not drawn)	-3%	i	-6%	-1%	20	0	8%	15%	-2%
COc1ccccc1C(=O)N1CCN(c2cccc(Cl)c2)CC1	-5%	i	31%	53%*	5	6	6%	/	-13%
S=P(c1ccc(N2CCOCC2)cc1N1CCOCC1)(N1CCOCC1)N1CCOCC1	-4%	i	-3%	-4%	10	4	-2%	/	0%
CSc1ccccc1C(=O)NC1CC2CCC1C2 (stereo not drawn)	-5%	i	-8%	1%	3	1	6%	3%	-16%	PMK inhibit pilot replicates=1.5;Spn MK inh pilot replicates=0.0;DPM-DC inhibit pilot screen %=0.5
Cc1ccc(CCNC(=O)C2CCN(C(=O)c3sccc3-n3cccc3)CC2)cc1	0%	i	6%	1%	7	8	4%	5%	-14%
COc1cccc(N2C(=O)C(CC(=O)Nc3ccc(F)cc3)N(C3CCCCC3)C2=O)c1 (stereo not drawn)	-6%	i	-8%	5%	1	0	9%	4%	-14%
CCOc1nc(SCCOc2ccccc2)nc(N(C)C)n1	10%	i	-7%	-1%	0	9	10%	1%	-29%	PMK inhibit pilot replicates=1.5;Spn MK inh pilot replicates=0.0;DPM-DC inhibit pilot screen %=1.5
CCOC(=O)COc1ccc(Cl)cc1C1NC(=O)NC(C)=C1C(C)=O (stereo not drawn)	-8%	i	5%	-4%	0	0	8%	2%	-3%
O=C(Nc1ccc2c(c1)OCO2)C1CCN(c2ccc(S(=O)(=O)N3CCOCC3)cc2)CC1	-9%	i	-5%	-2%	5	12	4%	5%	-19%
COc1ccc(S(=O)(=O)Nc2ccc(F)c(F)c2)cc1Cl	-9%	i	10%	5%	0	6	14%	4%	5%	PMK inhibit pilot replicates=5.0;Spn MK inh pilot replicates=0.0;DPM-DC inhibit pilot screen %=2.0
COc1ccc(NC(=O)c2ccco2)cc1NC(=O)c1cccs1	2%	i	10%	11%	9	10	16%	6%	6%	PMK inhibit pilot replicates=1.0;Spn MK inh pilot replicates=2.0;DPM-DC inhibit pilot screen %=8.0
CCN(CC)CCNS(=O)(=O)c1ccc(Cl)cc1	4%	i	-7%	1%	9	0	7%	-5%	-9%
CC(=O)Nc1ccc(S(=O)(=O)N2CCN(C(=O)N3CCOCC3)CC2)cc1	-2%	i	-6%	8%	2	5	6%	-9%	-2%
CCOc1ccc(C2N(c3cc(C)on3)C(=O)C3CCCN32)cc1OC (stereo not drawn)	-7%	i	/	-11%	11	4	-1%	15%	/
CCNC(=O)N1C(=O)C2(OCCO2)c2ccccc21	-3%	i	-12%	0%	1	5	11%	/	-16%
COc1ccccc1CNCc1cc(OC)c(OC)cc1OC	4%	i	-17%	7%	22	53*	12%	-21%	0%
C=CCn1c2ccccc2c2nnc(SCC(=O)NC(C(=O)OC)C(C)C)nc21 (stereo not drawn)	1%	i	-1%	2%	18	6	10%	1%	2%	PMK inhibit pilot replicates=3.0;Spn MK inh pilot replicates=1.5;DPM-DC inhibit pilot screen %=5.0
Cc1ccc(CNC(=O)c2ccc(Cn3nc(C)c(Cl)c3C)o2)cc1	4%	i	11%	-10%	7	0	8%	-5%	14%
Cc1ccc(C2/C(=C(\O)c3ccc4c(c3)OCCO4)C(=O)C(=O)N2CCCN(C)C)o1 (stereo not drawn)	-4%	i	-6%	-5%	4	3	2%	-16%	3%
CC(=O)c1c(N(C)C)ccnc1C(F)(F)F	6%	i	-9%	2%	17	8	14%	-3%	-14%
N#Cc1c(NC(=O)Cn2cnc3ccccc3c2=O)oc(-c2ccccc2)c1-c1ccccc1	3%	i	1%	-10%	14	10	-5%	-1%	2%

As a working copy, part of the list above.
SMILES	Bfl-1 displacement	DPM-DC inhibit	HPDE-C7K KRASV12	HT1080 viability	PMK inhibit	Spn MK inh	TNAP inhibition	LYP phosphatase	HPDE-C7 viability	others
COC(=O)C1(CCSC)NC(c2ccc(O)cc2)C2C(=O)N(c3ccc4c(c3)OCCO4)C(=O)C21 (stereo not drawn)	-3%	i	-6%	-1%	20	0	8%	15%	-2%
COc1ccccc1C(=O)N1CCN(c2cccc(Cl)c2)CC1	-5%	i	31%	53%*	5	6	6%	/	-13%
S=P(c1ccc(N2CCOCC2)cc1N1CCOCC1)(N1CCOCC1)N1CCOCC1	-4%	i	-3%	-4%	10	4	-2%	/	0%
CSc1ccccc1C(=O)NC1CC2CCC1C2 (stereo not drawn)	-5%	i	-8%	1%	3	1	6%	3%	-16%	PMK inhibit pilot replicates=1.5;Spn MK inh pilot replicates=0.0;DPM-DC inhibit pilot screen %=0.5
Cc1ccc(CCNC(=O)C2CCN(C(=O)c3sccc3-n3cccc3)CC2)cc1	0%	i	6%	1%	7	8	4%	5%	-14%
COc1cccc(N2C(=O)C(CC(=O)Nc3ccc(F)cc3)N(C3CCCCC3)C2=O)c1 (stereo not drawn)	-6%	i	-8%	5%	1	0	9%	4%	-14%
CCOc1nc(SCCOc2ccccc2)nc(N(C)C)n1	10%	i	-7%	-1%	0	9	10%	1%	-29%	PMK inhibit pilot replicates=1.5;Spn MK inh pilot replicates=0.0;DPM-DC inhibit pilot screen %=1.5
CCOC(=O)COc1ccc(Cl)cc1C1NC(=O)NC(C)=C1C(C)=O (stereo not drawn)	-8%	i	5%	-4%	0	0	8%	2%	-3%
O=C(Nc1ccc2c(c1)OCO2)C1CCN(c2ccc(S(=O)(=O)N3CCOCC3)cc2)CC1	-9%	i	-5%	-2%	5	12	4%	5%	-19%
COc1ccc(S(=O)(=O)Nc2ccc(F)c(F)c2)cc1Cl	-9%	i	10%	5%	0	6	14%	4%	5%	PMK inhibit pilot replicates=5.0;Spn MK inh pilot replicates=0.0;DPM-DC inhibit pilot screen %=2.0
